TDP-43 yeast inh: TDP-43 toxicity inhibition in yeast. TDP-43 expressing yeast growth rescue, BacTiter-Glo, 24 h. Potency, µM (highest dose often 46.1 µM), inactives show at the highest dose growth rescue (activation), most hits filed as activators. 410,000 compounds, 1.8% hits. AID 652104; note: % of control where 0% means no effect; nearly all actives have a fitted effect of over 50% in size
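Yeast cells expressing TDP-43 under galactose induction are exposed to compounds for 24 hr at 30 deg C. BacTiter-Glo luminescence measures growth, so protective compounds score as activators.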
GLP1R cytotox: cytotoxic in the GLP-1 receptor inverse agonist counter-screen | 410,000 compounds, 0.13% hits | HEK293 cAMP-luciferase reporter cells, luminescence, 24 h | Potency, µM (top dose mostly 38.3 µM), without a hit: at the top dose activity change, negative = inhibition, most hits filed as inhibitors | AID 624418;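 note: loss of luciferase light is scored as toxicity; % is set by controls: 0 for no effect and ±100 for the full control effect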
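Seeding density was 200 cells/uL; after overnight-length (12 h) culture, 23 nL compounds went on for 24 h at 37 °C. Readout used a luciferase detection reagent, luminescence taken after 12 min at room temperature.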
KB-3-1 cytotox: kills parental KB-3-1 adenocarcinoma cells | KB-3-1 viability, CellTiter-Glo ATP luminescence, 72 h | Potency, µM (titrated, usually from 46.1 µM), inactives show at the highest dose activity change, negative = cytotoxic, most hits filed as cytotoxic | 400,000 compounds, 1.4% hits; note: % is set by controls: 0 for no effect and ±100 for the full control effect; nearly all actives have a fitted effect of over 60% in size
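Parental KB-3-1 viability, qHTS format: 72 h compound exposure, 37 °C; CellTiter-Glo; media-only wells and DMSO plates as controls; concentration-effect fits on corrected data.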
SW480 rerep: DNA re-replication induction in SW480 cells; SW480 DNA re-replication, Hoechst DNA content imaging, 48 h; Potency, µM (doses to about 46.1 µM), inactives show at the top dose re-replication activation, most hits filed as activators; 340,000 compounds, 1.8% hits; AID 624297; note: % of control where 0% means no effect; nearly all actives have a fitted effect of over 55% in size
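Hoechst fluorescence of nuclei (405 nm excitation, 500-530 nm emission) measured by plate-scanning imager after 48 hr compound exposure at 37 C; re-replication scored as increased number of nuclei with elevated intensity.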
KB-V1 MDR tox: KB-V1 MDR subline cytotoxicity; KB-V1 MDR cells viability, CellTiter-Glo, 72 h; Potency, µM (series often up to 46.1 µM), for inactives: top-dose activity change, negative = cytotoxicity, hits mostly cytotoxic; 400,000 compounds, 3.4% hits; AID 1347076; note: % is set by controls: 0 for no effect and ±100 for the full control effect; nearly all actives have a fitted effect of over 60% in size
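Drug-selected KB-V1 cells, grown in DMEM lacking phenol red with 10% FBS, receive compound titrations; after three days at 37 degrees C, surviving cell ATP is quantified by CellTiter-Glo luminescence and responses normalized and curve-fitted.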
GLP1R ag: activates the human GLP-1 receptor. P43220. 380,000 compounds, 0.007% hits. HEK293 GLP-1R CRE-luciferase, luminescence, 4-6 h; cells express a hypersensitive GLP-1R form. Potency, µM (highest dose often 45.6 µM), for inactives: at the top dose activation, most hits filed as activators; note: % of control where 0% means no effect
Target sequence (P43220 whole entry, looked up): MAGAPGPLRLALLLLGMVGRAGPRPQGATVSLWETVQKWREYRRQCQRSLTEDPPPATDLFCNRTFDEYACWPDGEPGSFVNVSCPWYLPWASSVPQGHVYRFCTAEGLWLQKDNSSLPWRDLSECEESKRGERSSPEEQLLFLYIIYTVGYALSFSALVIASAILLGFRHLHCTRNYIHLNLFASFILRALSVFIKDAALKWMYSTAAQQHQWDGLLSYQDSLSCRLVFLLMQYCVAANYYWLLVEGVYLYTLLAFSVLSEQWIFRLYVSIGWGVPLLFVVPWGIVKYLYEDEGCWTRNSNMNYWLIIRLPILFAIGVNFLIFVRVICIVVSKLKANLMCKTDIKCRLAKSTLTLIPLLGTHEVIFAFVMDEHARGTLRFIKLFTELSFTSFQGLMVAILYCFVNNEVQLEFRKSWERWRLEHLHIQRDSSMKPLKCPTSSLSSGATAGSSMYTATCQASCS
GLP-1R inv ag: inverse agonists of human GLP-1 receptor | AID 624417 | HEK293 GLP-1R CRE-luciferase, luminescence, 24 h; GLP-1R form is constitutively active | P43220 | 410,000 compounds, 1.6% hits | Potency, µM (top dose mostly 38.3 µM), without a hit: at the highest dose activity change, negative = inhibition, usual class: inhibitors; note: % is set by controls: 0 for no effect and ±100 for the full control effect; nearly all actives have a fitted effect of over 55% in size
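Constitutively active GLP-1R drives a cAMP-responsive luciferase in stably transfected HEK293 cells; test compounds are added after overnight (12 h) attachment and left 24 hr, and signal loss in luminescence marks inhibition.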
HT1080NT lethal: kills 2HG-producing HT-1080-NT fibrosarcoma cells. AID 686970. Potency, µM (doses to about 46.1 µM), inactives show at the top dose activity, negative = less viability, most hits filed as cytotoxic. 360,000 compounds, 1.6% hits. HT-1080-NT fibrosarcoma viability, CellTiter-Glo ATP luminescence, 48 h;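 note: NT is the 2HG producing partner of a matched IDH1 knockdown line; 0% = DMSO-treated cells and -100% = media-only wells without cells; nearly all actives have a fitted effect of over 55% in size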
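Luminescent CellTiter-Glo readout after 48 hours of compound exposure at 37 degrees C defined viability of HT-1080-NT cells. Activity was normalized to DMSO wells and cell-free media wells; concentration-response curves were fitted and assigned curve classes.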
HT1080 IDH1KD tx: HT-1080 IDH1 knockdown cell toxicity (counter line); Potency, µM (titrated, usually from 46.1 µM), for inactives: at the top dose activity, negative = toxicity, actives largely listed as cytotoxic; HT-1080 IDH1 knockdown viability, ATP luminescence, 48 h; 360,000 compounds, 2% hits;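 note: 0% = DMSO wells and -100% = cell-free medium wells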
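In this qHTS, HT-1080 cells depleted of IDH1 are exposed for 48 h at 37 °C to compound titrations. Toxicity is scored from CellTiter-Glo luminescence, with DMSO as full viability and medium alone as none.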
* marks the source's active call; other numbers are inactive results; ? = inconclusive; / = no result given; & = joins results of further samples; [ ] = remark or other dose. Calls come from the whole dose curve; as a rule, active = well fitted curve in the direction sought with a large enough effect; inconclusive = small, poorly fitted or top-dose-only effect, or another doubt; inactive = no such curve, though single readings can be large; an effect the other way counts as inactive or inconclusive. Potency is the fitted concentration of half-maximal effect. Random draw from the library. About 9.4% of those tested had a hit in this group.

SMILES	TDP-43 yeast inh	GLP1R cytotox	KB-3-1 cytotox	SW480 rerep	KB-V1 MDR tox	GLP1R ag	GLP-1R inv ag	HT1080NT lethal	HT1080 IDH1KD tx
CC(CCc1ccc(O)cc1)NCCc1ccc(O)c(O)c1 (stereo not given)	15%	?	?	?	1%	26%&18%	9%	?	?
CNC(=O)C1CCN(S(=O)(=O)c2c(C)noc2/C=C/c2cccc(OC)c2)CC1	7%	2%	0%	-2%	2%	0%	-4%	-2%	-4%
CCOc1ccc(-c2c(C)sc3nc[nH]c(=O)c23)cc1	24%	8%	-13%	-37%[inhibitor]	-19%	-7%	?	-2%	-5%
CCCN1CCN(C(=O)Cn2cnc3ccc(S(=O)(=O)N4CCC(C)CC4)cc3c2=O)CC1	-11%	0%	3%	-19%	-12%	2%	17%	8%	-4%
O=C(O)c1cn(Cc2ccccc2)nc1-c1cccnc1	-5%	-18%	1%	14%	-3%	-2%	1%	13%	2%
O=c1c2ccc([N+](=O)[O-])cc2ncn1CCOc1ccc(Cl)cc1	25µM*	1%	-3%	-9%	-3%	8%	10%	3%	2%
CCC(Sc1nccn1C)C(=O)Nc1nnc(C)s1 (stereo not given)	-2%	1%	-4%	-11%	-10%	-5%	10%	4%	0%
O=C(Cn1nnc(-c2ccccc2Cl)n1)N1CCCCC1	-14%[1.82 µM]	3%	4%	-4%	-2%	22%	18%	17%	22%
CC1CCCN(C(=O)Cn2nnc(-c3ccc(F)cc3)n2)C1 (stereo not given)	-13%	-8%	-5%	3%	?	14%	-7%	0%	-4%
CCn1c2ccccc2c2cc(NC(=O)c3ccc(Br)o3)ccc21	?	-2%	-24%	0%	-17%	-1%	?	-12%	-9%
O=C1C2C3C=CC(C3)C2C(=O)N1c1ccc(N2CCN(c3ccccn3)CC2)c([N+](=O)[O-])c1 (stereo not given)	-3%	-49%	-21%	?	10µM*	6%	2.8µM*	?	-17%
COc1ccc(CN(CC2CCCO2)C(=O)CN2C(=O)COc3ccccc32)cc1OC (stereo not given)	-5%	-2%	-6%	-5%	-13%	12%	16%	-3%	0%
COCOc1cccc(CN2CCC(C)(Oc3cccc(OC)c3)C2)c1 (stereo not given)	1%	0%	-3%	/	?	-1%	?	-14%	5%
O=C(COC(=O)c1cc(=O)[nH]c2ccccc12)NC(=O)c1ccccc1	-14%	4%	-1%	26µM*	27%	0%	10%	7%	-20%
CSc1ccc(C2C(C#N)=C(N)Oc3c2ccc(=O)c2c(C)oc(C)c32)cc1 (stereo not given)	-31%[inhibitor]	11%	-7%	10%	-7%	12%	58%[activator]	?	?
O=C(COC(=O)c1ccc2ccccc2c1)Nc1ncc(C(F)(F)F)cc1Cl	16%	19%	4%	-3%	26%	-8%	-4%	-2%	0%
COC(=O)c1sccc1NC(=S)Nc1ccccc1	-12%	9%	5%	?	-12%	-28%	1%	-5%	1%
O=C(/C=C/c1cn(CC(O)CN2CCCCC2)c2ccccc12)c1cccs1 (stereo not given)	2%	222%[activator]	?	21µM*	23µM*	-3%	?	?	?
Cc1ccc(C(=O)Nc2ccc(CN3CCS(=O)(=O)CC3)cc2)cc1C	-12%	1%	-2%	-5%	12%	7%	30%[activator]	-4%	1%
O=C1CCCN1CCC1CCCCN1Cc1nc(COc2ccccc2)no1 (stereo not given)	0%	?	-4%	?	-11%	1%	13%	1%	-2%
CCn1nnc(NC(=O)c2cc(Cl)c(OC)c(Cl)c2)n1	-2%	2%	10%	-9%	-5%	6%	7%	-3%	-4%
CCN(CC)CCOC(=O)/C=C/c1ccccc1	0%	0%	6%	11%	3%	16%	6%	1%	0%
O=C(c1cccc([N+](=O)[O-])c1)N1CCN(Cc2ccccc2)CC1	13%	1%	0%	-12%	1%	7%	-8%	14%	15%
Cc1ccc(NC(=O)/C(=C/C=C/c2ccccc2)NC(=O)c2ccccc2)cc1	0%	-16%	14%	-5%	14%	0%	?	6%	10%
Cc1ccc(S(=O)(=O)N/N=C/c2ccc(OCC(=O)NC(C)C)cc2)cc1	-16%	13%	0%	-1%	0%	1%	18%	-1%	-4%

(cont.)
SMILES	TDP-43 yeast inh	GLP1R cytotox	KB-3-1 cytotox	SW480 rerep	KB-V1 MDR tox	GLP1R ag	GLP-1R inv ag	HT1080NT lethal	HT1080 IDH1KD tx
COc1ccc(C2(C(=O)NCC3CCCO3)CCOCC2)cc1 (stereo not given)	-5%	-10%	-4%	-1%	-2%	-9%	6%	14%	9%
O=C(COc1ccc(S(=O)(=O)N2CCOCC2)cc1)Nc1ccc(Br)cc1	-5%	6%	-5%	-10%	-11%	-3%	?	-5%	-12%
N/C(=N\N=C\c1ccc2c(c1)OCO2)c1nonc1N	3%	-1%	?	3%	?	-3%	?	-11%	-28%
O=C(NCc1ccco1)c1ccc(COCC(F)(F)F)cc1	-12%	1%	19%	-2%	5%	3%	-4%	10%	-6%
O=C(CSc1n[nH]c(-c2ccncc2)n1)Nc1ccc(F)cc1	-1%	-11%	4%	3%	23%	3%	41%[activator]	?	9%
COc1cc(/C=C/C(=O)O)cc(S(=O)(=O)NCC2CCCO2)c1OC (stereo not given)	-14%	-15%	-13%	-10%	6%	0%	-25%	2%	1%
COc1cc(OC)cc(OCC(O)Cn2cnc3cc(C)c(C)cc32)c1 (stereo not given)	22%	3%	-1%	-14%	?	5%	-13%	1%	-5%
CC(C)N(C(=O)CSc1ncnc2sc(-c3ccccc3)cc12)C(C)C	9%	-1%	10%	1%	0%	-4%	2%	0%	8%
CC(NS(=O)(=O)c1cc(C(F)(F)F)ccc1Cl)C(=O)N(C)C1CCN(C)CC1 (stereo not given)	-6%	-5%	0%	-7%	10%	-1%	-28%	5%	5%
Cc1cccc(N2CCN(C(=O)CCCn3ncn4c(cc5occc54)c3=O)CC2)c1C	16µM*	2%	0%	/	-20%	/	-15%	/	/
Cc1ccc(S(=O)(=O)NCCN2CCOCC2)s1	5%	-18%	3%	0%	30%	0%	1%	?	19%
CCOC(=O)c1cnc(SCc2ccccc2)nc1N	-5%	-11%	-2%	6%	?	9%	?	-18%	0%
O=C(Nc1ccccc1)c1cccc(S(=O)(=O)Nc2ccccn2)c1	-15%	1%	-5%	8%	?	1%	-6%	-1%	-4%
CC1CCC2C(=O)N(c3cccc(C(=O)Nc4ccccc4Cl)c3)C(=O)C2C1 (stereo not given)	17%	-1%	-4%	-7%	-25%	-5%	-4%	4%	9%
COc1ccc(NC(=O)CN(C)C(=O)c2cccc(S(=O)(=O)N3CCCc4ccccc43)c2)cc1	-12%	0%	0%	10%	-16%	4%	?	-1%	-9%
Clc1ccc2c(NCc3cccs3)ncnc2c1	-3%	-37%	?	1%	-1%	-5%	?	-4%	-8%
O=C(Nc1ccc2ccccc2c1)c1ccccc1[N+](=O)[O-]	4%	-6%	14%	?	4%	13%	-1%	-6%	-20%
CCCN1CCC(NC(=S)Nc2cccc(Cl)c2Cl)CC1	20%	-17%	0%	0%	9%	-3%	?	-18%	-7%
O=C(c1ccoc1)N1CCN(c2cc(-c3ccncc3)nc3cc(-c4cccc(Cl)c4)nn23)CC1	?	5%	?	/	?	-1%	-12%	0%	1%

Some of the entries above, reformatted:
compound,TDP-43 yeast inh,GLP1R cytotox,KB-3-1 cytotox,SW480 rerep,KB-V1 MDR tox,GLP1R ag,GLP-1R inv ag,HT1080NT lethal,HT1080 IDH1KD tx
CC(NS(=O)(=O)c1cc(C(F)(F)F)ccc1Cl)C(=O)N(C)C1CCN(C)CC1 (stereo not given),-6%,-5%,0%,-7%,10%,-1%,-28%,5%,5%
Cc1cccc(N2CCN(C(=O)CCCn3ncn4c(cc5occc54)c3=O)CC2)c1C,16µM*,2%,0%,/,-20%,/,-15%,/,/
Cc1ccc(S(=O)(=O)NCCN2CCOCC2)s1,5%,-18%,3%,0%,30%,0%,1%,?,19%
CCOC(=O)c1cnc(SCc2ccccc2)nc1N,-5%,-11%,-2%,6%,?,9%,?,-18%,0%
O=C(Nc1ccccc1)c1cccc(S(=O)(=O)Nc2ccccn2)c1,-15%,1%,-5%,8%,?,1%,-6%,-1%,-4%
CC1CCC2C(=O)N(c3cccc(C(=O)Nc4ccccc4Cl)c3)C(=O)C2C1 (stereo not given),17%,-1%,-4%,-7%,-25%,-5%,-4%,4%,9%
COc1ccc(NC(=O)CN(C)C(=O)c2cccc(S(=O)(=O)N3CCCc4ccccc43)c2)cc1,-12%,0%,0%,10%,-16%,4%,?,-1%,-9%
Clc1ccc2c(NCc3cccs3)ncnc2c1,-3%,-37%,?,1%,-1%,-5%,?,-4%,-8%
O=C(Nc1ccc2ccccc2c1)c1ccccc1[N+](=O)[O-],4%,-6%,14%,?,4%,13%,-1%,-6%,-20%
CCCN1CCC(NC(=S)Nc2cccc(Cl)c2Cl)CC1,20%,-17%,0%,0%,9%,-3%,?,-18%,-7%
O=C(c1ccoc1)N1CCN(c2cc(-c3ccncc3)nc3cc(-c4cccc(Cl)c4)nn23)CC1,?,5%,?,/,?,-1%,-12%,0%,1%

High-throughput results from PubChem.
